Source: PubChem BioAssay (National Center for Advancing Translational Sciences (NCATS))
ALOX12 inh: blocks human arachidonate 12S-lipoxygenase; actives 1.1% (n = 580,000); purified 12hLO, xylenol orange hydroperoxide absorbance; AID 1671190; Potency, µM (titrated, usually from 108 µM), for inactives: top-dose activity change, negative = inhibition, most hits filed as inhibitors; P18054; note: % is set by controls: 0 for no effect and ±100 for the full control effect
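Hydroperoxide product was detected by ferrous iron/xylenol orange as the 573 to 405 nm absorbance ratio. Arachidonic acid at 40 uM (final) was turned over for 30 min at room temperature by 150 nM human 12hLO, pH 7.0 Hepes buffer, after 15 min compound preincubation.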
JMJD2A Tudor inh: inhibitors of human JMJD2A Tudor domain; O75164; AlphaScreen JMJD2A-Tudor / H3K4me3 peptide binding; Potency, µM (series often up to 114 µM), for inactives: at the top dose activity change, negative = inhibition, usual class: inhibitors; actives 4.4% (n = 390,000); AID 504339; note: % is set by controls: 0 for no effect and ±100 for the full control effect; nearly all actives have a fitted effect of over 50% in size
HP1b chromo inh: blocks HP1-beta chromodomain binding to methylated histone tails; Potency, µM (top dose mostly 114 µM), inactives show top-dose activity change, negative = inhibition, most hits filed as inhibitors; actives 0.56% (n = 390,000); AlphaScreen HP1-beta / biotin-H3K9me3 peptide binding; P83916; note: nearly all actives have a fitted effect of over 70% in size; inactives centre near 23
Target sequence (P83916 whole entry, looked up): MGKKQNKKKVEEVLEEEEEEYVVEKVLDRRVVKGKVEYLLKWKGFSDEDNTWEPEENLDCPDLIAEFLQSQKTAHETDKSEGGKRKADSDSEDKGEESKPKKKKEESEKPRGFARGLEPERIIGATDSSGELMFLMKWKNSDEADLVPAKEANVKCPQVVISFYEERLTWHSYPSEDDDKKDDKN
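Compound inhibition of the preformed complex between 50 nM HP1-beta and 50 nM biotinylated H3K9me3 peptide was read by AlphaScreen. Buffer was PBS pH 7.4 with 0.01% Tween-20. Incubations ran 30 min at room temperature, with 10 ug/mL donor/acceptor beads.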
PGK inhibitor: blocks T. brucei phosphoglycerate kinase. P07378. PGK/GAPDH coupled, Kinase-Glo luminescence, 60 min. Potency, µM (doses to about 57.5 µM), inactives show top-dose activity change, negative = inhibition, actives largely listed as inhibitors. actives 0.043% (n = 380,000). AID 602233; note: % is set by controls: 0 for no effect and ±100 for the full control effect; nearly all actives have a fitted effect of over 60% in size
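Luminescent ATP detection (Kinase-Glo Plus) follows a 60-minute room-temperature incubation, with wells lacking PGK as controls. Buffer: 100 mM TEA (pH 7.6), 5 mM MgCl2, 0.01% Tween-20. Coupling enzyme GAPDH (100 nM final) supplies unstable 1,3-BPG in-well.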
TrxR1 inh: rat TrxR1 inhibition; O89049; actives 1% (n = 390,000); Potency, µM (top dose mostly 114 µM), without a hit: top-dose activity change, negative = inhibition, usual class: inhibitors; AID 588453; recombinant rTrxR1, NADPH fluorescence consumption, selenite substrate; note: % is set by controls: 0 for no effect and ±100 for the full control effect; nearly all actives have a fitted effect of over 65% in size
Target sequence (O89049 whole entry, looked up): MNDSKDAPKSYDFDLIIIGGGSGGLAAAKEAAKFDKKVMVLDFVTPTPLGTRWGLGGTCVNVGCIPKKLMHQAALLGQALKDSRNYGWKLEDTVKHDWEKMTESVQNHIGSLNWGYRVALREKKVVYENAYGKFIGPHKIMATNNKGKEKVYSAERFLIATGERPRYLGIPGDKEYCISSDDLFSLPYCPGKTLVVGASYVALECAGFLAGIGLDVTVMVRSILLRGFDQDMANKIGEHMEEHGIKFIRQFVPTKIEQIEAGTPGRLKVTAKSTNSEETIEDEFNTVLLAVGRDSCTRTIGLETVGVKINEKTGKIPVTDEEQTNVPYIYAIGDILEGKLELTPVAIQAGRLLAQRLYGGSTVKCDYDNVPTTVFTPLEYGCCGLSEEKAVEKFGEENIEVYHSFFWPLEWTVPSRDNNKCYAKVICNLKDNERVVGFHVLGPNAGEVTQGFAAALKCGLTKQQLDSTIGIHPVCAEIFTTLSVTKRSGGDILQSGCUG
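Rat TrxR1 (90 nM in the dispensed reagent) was pre-reduced with 400 uM NADPH for 5 min at room temperature, then incubated with compound for 15 min. After 400 uM selenite was added, NADPH fluorescence (Ex 340/Em 450 nm) was followed for 8 min.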
GLS inh: blocks human kidney-isoform glutaminase activity; O94925; GLS enzymatic activity, qHTS titration; Potency, µM (series often up to 45.5 µM), for the others: at the highest dose activity change, negative = inhibition, hits mostly inhibitors; actives 0.21% (n = 410,000); AID 624170; note: % is set by controls: 0 for no effect and ±100 for the full control effect
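Human kidney-isoform GLS in 45 mM KH2PO4 pH 8.2, 0.02% Tween-20, with compound, started with 1mM L-Glutamine (added stock). Glutamate oxidase/HRP/Amplex red coupled fluorescence read at start and after 30 min at RT.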
ERG-DNA inh: ERG Ets/DNA interaction inhibition; fluorescence polarization, His-ERG Ets domain / labelled DNA; Potency, µM (doses to about 76.9 µM), for inactives: at the top dose FP activity, negative = inhibition, usual class: inhibitors; actives 0.028% (n = 370,000); P11308; active = well fitted inhibition curve with a large enough effect in the polarisation, with a control signal flat; inconclusive = small, poorly fitted or top-dose-only effect, or effect the other way, or a change in a side signal; inactive = no such curve, though single readings can be large or run the other way; the % refers to the polarisation;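 note: polarization taken with two DNA probes labelled with fluorescein and Texas red; % of control where 0% means no effect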
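His-tagged ERG Ets domain (1 uM in the protein solution; 300mM KCl, 50mM Tris-HCl, 1mM EDTA, 1mM DTT, pH 7.5) received compound, then a probe mix of 5 nM fluorescein-DNA and 100nM Texas-615-DNA. Fluorescence polarization was read for both dyes.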
Pin1 inhibitor: human Pin1 inhibition; Pin1 FP peptide displacement, HiFluor488, 10 min; Potency, µM (series often up to 115 µM), inactives show at the highest dose activity, negative = inhibition, hits mostly inhibitors; actives 0.009% (n = 390,000); active = well fitted inhibition curve with a large enough effect in the polarisation, with a control signal flat, not every such curve was filed as active; inconclusive = small, poorly fitted or top-dose-only effect, or effect the other way, or a change in a side signal; inactive = no such curve, though single readings can be large or run the other way; the % refers to the polarisation; note: % is set by controls: 0 for no effect and ±100 for the full control effect
Target sequence (Q13526 whole entry, looked up): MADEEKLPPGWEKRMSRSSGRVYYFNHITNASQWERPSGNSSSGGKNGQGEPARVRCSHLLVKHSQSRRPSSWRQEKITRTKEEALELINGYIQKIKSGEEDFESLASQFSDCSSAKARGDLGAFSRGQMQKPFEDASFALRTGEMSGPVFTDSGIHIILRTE
RGS4 inh: human RGS4 inhibition; actives 0.039% (n = 390,000); Transcreener GDP fluorescence polarization, RGS4-accelerated GTP hydrolysis; P49798; Potency, µM (top dose mostly 114 µM), without a hit: top-dose activity change, negative = inhibition, usual class: inhibitors; note: % is set by controls: 0 for no effect and ±100 for the full control effect; nearly all actives have a fitted effect of over 75% in size; some results filed as inactive show a strong effect at the top dose
Target sequence (P49798 whole entry, looked up): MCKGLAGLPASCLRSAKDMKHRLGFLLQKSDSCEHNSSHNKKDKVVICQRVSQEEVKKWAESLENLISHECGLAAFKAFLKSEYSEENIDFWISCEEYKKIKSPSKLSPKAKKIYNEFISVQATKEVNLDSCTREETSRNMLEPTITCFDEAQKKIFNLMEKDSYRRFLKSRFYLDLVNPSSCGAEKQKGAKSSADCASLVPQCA
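MLSMR compounds (23 nl, pin-transferred) preincubated 10 min at room temperature with a 500nM (2x) first reagent, then RGS4 at 900nM (2x) plus Transcreener GDP mix added; fluorescence polarization (620/688 nm) read before and after 90 min at 30 °C.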
* = called active by the depositor; i = inactive; ? = inconclusive; · = no result given; & = joins results of further samples; [ ] = another dose, or the depositor's remark. Unless noted, calls come from the whole dose curve; as a rule, active = well fitted curve in the direction sought with a large enough effect; inconclusive = small, poorly fitted or top-dose-only effect, or another doubt; inactive = no such curve, though single readings can be large; an effect the other way counts as inactive or inconclusive. Potency is the fitted concentration of half-maximal effect.

SMILES | ALOX12 inh | JMJD2A Tudor inh | HP1b chromo inh | PGK inhibitor | TrxR1 inh | GLS inh | ERG-DNA inh | Pin1 inhibitor | RGS4 inh
O=C(CSc1nc2ccsc2c(=O)n1-c1ccc(Br)cc1)NCc1ccccc1 | ? | -21% | 15% | 1% | 32%[57.1 µM] | 5% | -2% | 4% | 1%
C/C(=N/NC(=O)CN1CCN(S(=O)(=O)c2ccc(C)cc2)CC1)c1ccco1 | 22% | -7%[11.4 µM] | 70%[activator] | i | -8% | 0% | 7% | 0% | -14%[11.4 µM]
COc1ccc(Cl)cc1Nc1cc(C)nc2nc(C)nn12 | -66% | ? | 2% | -4% | 2%[57.1 µM] | 5% | 5% | -8% | -34%
COc1cc(C2/C(=C(\O)c3cc(C)ccc3C)C(=O)C(=O)N2CCN(C)C)ccc1O (centres undefined) | 0% | -12% | 13% | -2% | -28% | 60%[activator] | -10% | -4% | -25%
COc1ccc(C(C)=O)cc1CS(=O)(=O)CC(=O)O | -4% | -2% | 22% | 0% | 9%[57.1 µM] | -11% | -10% | -5% | 2%
C/C(=N\NC(=O)c1[nH]c2c([N+](=O)[O-])cc(C)cc2c1-c1ccccc1)c1cccnc1 | 0% | -14% | 17% | -9% | 0% | -11% | 7% | 2% | -23%
Cc1ccc(NC(=O)c2ccc(Nc3c([N+](=O)[O-])cc([N+](=O)[O-])cc3[N+](=O)[O-])cc2)cc1 | -7% | ? | ? | -13% | ? | 2% | 14% | ? | ?
COC(=O)c1ccc(NC(=O)Cn2ccn3nc(-c4ccc(OC)cc4)cc3c2=O)cc1 | ? | 2% | 32% | · | 9%[57.1 µM] | 1% | -1% | -1% | -1%
CC(=O)c1ccc(Oc2cc(C)nc(NCc3ccccc3)n2)cc1 | 0% | -13% | 19% | 1% | 11% | 3% | 0% | 5% | 3%
COc1ccc(NC2CCCN(C(=O)CCn3cccn3)C2)cc1 (centres undefined) | i | -16% | 18% | -2% | 16% | 1% | -2% | 4% | 26%
Cc1ccccc1NC(=O)COc1ccccc1C | 28% | -1% | 44%[activator] | -3% | 7% | -3% | -6% | -5% | 14%
COc1ccc(Cn2nnc3c(=O)[nH]c(C4CCN(S(=O)(=O)c5ccc(C)cc5)CC4)nc32)cc1 | 30% | -23% | 53%[activator] | -7% | -1% | -1% | 12% | 21% | -30%
COc1cc(CN(C(=O)Nc2cccc(Cl)c2)c2ccccn2)cc(OC)c1OC | -23% | -17% | 5% | -3% | 31% | -8% | 0% | -6% | 17%
Cc1ccc(S(=O)(=O)NC(=O)c2cccc(C)c2)cc1 | 54%[activator] | -5% | 56%[activator] | -1% | 21% | 2% | -1% | -6% | 11%
CCN(CC(=O)NCc1ccc(Cl)cc1)C(=O)CSc1cc(C)ccc1C | ? | -3% | 6% | 3% | 7% | 6% | -6% | -8% | 4%
O=C(O)c1ccc(-n2c(/C=C/c3ccccc3)nc3ccccc3c2=O)cc1 | 1% | -9% | 18% | -10% | -13% | 9% | -5% | 8% | -23%
CC(C)c1ccc(NC(=S)NNC(=O)c2cccs2)cc1 | -21% | -35% | -23% | -6% | -12%[57.1 µM] | -24% | 1% | -6% | -8%
COc1ccccc1Nc1nc2nonc2nc1N1CCC(C)CC1 | -19% | -12% | 17% | i | 3% | 4% | -14% | 0% | -6%
COc1cc2c(cc1OC)C(C)N(C(=O)c1c(-c3ccccc3)noc1C)CC2 (centres undefined) | ? | 3% | 28% | -9% | 0% | -7% | 1% | 0% | -8%
O=C(NCc1cccc(C(F)(F)F)c1)N1CCN(S(=O)(=O)c2ccccc2F)CC1 | 0% | -4% | 21% | -8% | 13%[57.1 µM] | -4% | 9% | -2% | -17%
Cn1c(=O)c2[nH]c(C3CCCC3)nc2n(C)c1=O | -18%&9% | 1% | 13% | -2% | -5%[57.1 µM] | -1% | 14% | 1% | 4%[56.9 µM]
Cc1nc(C)c(C(=O)Nc2cccc(C)c2C)s1 | 0% | -1% | 12% | 7% | 12% | -5% | -2% | 6% | 0%
COc1ccc(-n2ncc3c(N4CCN(c5cc(C)ccc5C)CC4)ncnc32)cc1 | -4% | -10% | 15% | 0% | 0% | 3% | 7% | -1% | 12%
CCCCCc1ccc(-c2cn(CC3CCCCC3)nn2)cc1 | 8% | 7% | 90%[activator] | 0% | 15%&20% | 0% | -1% | -4% | -10%
CSc1nn(Cc2cccc(Cl)c2)c(N(C(C)=O)C(C)=O)c1S(=O)(=O)c1ccccc1 | -18% | -11% | 23% | -9% | -13% | 22% | 1% | 60%[activator] | -9%
COCCCN1C(=O)C(=O)/C(=C(/O)c2ccc(S(=O)(=O)N3CCCCC3)cc2)C1c1cccc(OC)c1 (centres undefined) | ? | 4% | 37% | i | 14% | 18% | 3% | -11% | 9%
Cc1ccc(-c2nc3cccc(C)n3c2Nc2ccc(F)cc2)o1 | · | 56µM* | ? | · | -16% | · | · | -1% | ?
CCC1=NN(C(=O)C(=O)Nc2ccc(Br)cc2)C(O)(C(F)(F)F)C1 (centres undefined) | ? | -34% | 42%[activator] | -1% | 9% | 0% | 11% | -11% | -35%
CC(=O)N1CCN=C1SCc1ccc(F)cc1 | -9% | 31% | 76%[activator] | 1% | 11% | 0% | 7% | -7% | -12%
Cc1ccc(C)c(NC(=O)Cn2cc(S(=O)(=O)N3CCCC3)c(S(=O)(=O)N3CCCC3)c2)c1 | -15% | -1% | 22% | -2% | 14% | 0% | 8% | 0% | -18%
CC(C)(C)c1ccc(OCC(=O)N/N=C/c2ccsc2)cc1 | -10% | -14% | 16% | -9% | -9% | 1% | -10% | 0% | 0%
CCC1=C(OC(=O)N(CC)CC)N2C(=O)OC(=NCCc3c[nH]c4ccccc34)[C@]2(Cc2ccccc2)[C@H]2C1=CC[C@H]1C(=O)N(CC)C(=O)[C@H]12 | -20% | ? | 12% | -9% | 0%[57.1 µM] | -1% | -3% | 17% | -38%
CCOc1cc(C=O)c(Br)cc1OC1CCCC1 | -13% | 11% | 59%[activator] | i | -2% | -6% | 4% | -6% | -1%
COc1ccccc1NC(=O)C1=C(C)Nc2nnnn2C1c1cc(Br)c(O)c(OC)c1 (centres undefined) | ? | 1% | 33% | 8% | 15% | 48%[activator] | -1% | ? | -15%
CCOC(=O)C1=NS(=O)(=O)NC(C)=C1 | -6% | 56µM* | 13% | -10% | 9% | 5% | -2% | -1% | 5%
COc1ccc(NC(=O)C2CCN(C(=O)c3sc4nc[nH]c(=O)c4c3C)CC2)c(OC)c1 | -2% | 2% | 24%[57 µM] | -9% | 13%[57.1 µM] | -22% | 1% | 0% | -53%
CC(NC(=O)CN(C)S(=O)(=O)c1cccc2nsnc12)c1ccccc1 (centres undefined) | -8% | -14% | 44%[activator] | -5% | 12% | -12% | -13% | -1% | 1%
Cc1cccc(NC(=O)CCn2nc(C)cc2C)c1 | 346%[activator] | 4% | 17% | 9% | 8%[57.1 µM] | 4% | 0% | 9% | 23%
Cc1ccc(C)c(-n2cc[nH]c2=S)c1 | ? | 40µM* | 22% | i | -11%[57.1 µM] | 20% | -5% | -3% | -47%
CC(C)c1onc(C(=O)NCc2cccs2)c1[N+](=O)[O-] | 2% | -9% | 32% | -7% | 11% | -2% | -16% | 2% | 22%
Cc1ccc(-c2cc(C(=O)N/N=C/c3ccc([N+](=O)[O-])o3)c3ccccc3n2)o1 | ? | -35% | 10% | -16% | ? | -10% | -1% | ? | -12%
Cn1c(=O)[nH]c(=O)c2c1nc(SCCN1CCCCC1)n2Cc1ccccc1 | 10% | -1% | 48%[activator] | 0% | 4% | 3% | -5% | 0% | -10%
Cc1ccccc1OCCCn1c(-c2ccc(Cl)cc2)nc2ccccc2c1=O | -12% | 9% | 47%[activator] | 3% | 13% | 0% | 0% | 3% | 24%
Cc1ccccc1-n1c(SCC(=O)N(C)C2CCS(=O)(=O)C2)nnc1-c1ccncc1 (centres undefined) | -1% | -24% | 33% | -5% | 30%[57.1 µM] | 2% | -2% | -1% | -4%
CCCCC(=O)NC(c1ccc(N(C)C)cc1)c1ccc2cccnc2c1O (centres undefined) | ? | 18µM* | ? | -7% | -17% | 54%[activator] | 4% | -1% | -39%[56.9 µM]
COc1ccc(NC(=O)CN(C)C(=O)CNC(=O)c2ccc(C)s2)cc1 | 13% | -12% | 17% | -6% | 0% | 5% | 1% | -10% | 14%
CCOC(=O)C1CCN(S(=O)(=O)c2ccc3oc(=O)ccc3c2)CC1 | -9% | 2% | 14% | -5% | 15%[57.1 µM] | -16% | -10% | -3% | 14%

Sorted by the number under PGK inhibitor (highest first): three from the list above.
compound	ALOX12 inh	JMJD2A Tudor inh	HP1b chromo inh	PGK inhibitor	TrxR1 inh	GLS inh	ERG-DNA inh	Pin1 inhibitor	RGS4 inh
Cn1c(=O)[nH]c(=O)c2c1nc(SCCN1CCCCC1)n2Cc1ccccc1	10%	-1%	48%[activator]	0%	4%	3%	-5%	0%	-10%
COc1ccc(NC(=O)CN(C)C(=O)CNC(=O)c2ccc(C)s2)cc1	13%	-12%	17%	-6%	0%	5%	1%	-10%	14%
Cc1ccc(-c2cc(C(=O)N/N=C/c3ccc([N+](=O)[O-])o3)c3ccccc3n2)o1	?	-35%	10%	-16%	?	-10%	-1%	?	-12%

Only part of the results is shown; rates above refer to the full screens.
